# BoNT-A LC inh2: blocks Botulinum neurotoxin A light chain protease. multiplex microsphere protease substrate cleavage, flow cytometry. inhibition, % at 10 µM. 360,000 tested, 0.17% active; further: plate controls were buffer without enzyme for full effect and enzyme alone for no effect
# PriA SSB inh: blocks PriA binding to SSB C-terminal tail; AlphaScreen SSBct-PriA binding, biotinylated peptide; inhibition, % at 33 µM; 430,000 tested, 0.6% active; AID 1272365; in the data active means inhibition mostly above about 37%, no sharp cut-off; inactive means mostly below about 20%;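 further: plate controls were negative control peptide for no effect and reference peptide for full effect; strong numbers were not always called active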
# Rv3671c inh: inhibitors of M. tuberculosis serine protease Rv3671c | P9WHR9 | inhibition, % at 5.96 µM | 320,000 tested, 0.048% active; in the data active means inhibition above about 38%;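 further: extracellular domain of Rv3671c used as enzyme; 0% = enzyme with DMSO and 100% = no enzyme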
# Anthrax LF prot: anthrax lethal factor protease inhibition; P15917; multiplex microsphere protease cleavage assay, LF; inhibition, % at 10 µM; 360,000 tested, 0.12% active; further: plate controls were buffer without enzyme for full effect and enzyme alone for no effect
# Target sequence (P15917 whole entry, looked up): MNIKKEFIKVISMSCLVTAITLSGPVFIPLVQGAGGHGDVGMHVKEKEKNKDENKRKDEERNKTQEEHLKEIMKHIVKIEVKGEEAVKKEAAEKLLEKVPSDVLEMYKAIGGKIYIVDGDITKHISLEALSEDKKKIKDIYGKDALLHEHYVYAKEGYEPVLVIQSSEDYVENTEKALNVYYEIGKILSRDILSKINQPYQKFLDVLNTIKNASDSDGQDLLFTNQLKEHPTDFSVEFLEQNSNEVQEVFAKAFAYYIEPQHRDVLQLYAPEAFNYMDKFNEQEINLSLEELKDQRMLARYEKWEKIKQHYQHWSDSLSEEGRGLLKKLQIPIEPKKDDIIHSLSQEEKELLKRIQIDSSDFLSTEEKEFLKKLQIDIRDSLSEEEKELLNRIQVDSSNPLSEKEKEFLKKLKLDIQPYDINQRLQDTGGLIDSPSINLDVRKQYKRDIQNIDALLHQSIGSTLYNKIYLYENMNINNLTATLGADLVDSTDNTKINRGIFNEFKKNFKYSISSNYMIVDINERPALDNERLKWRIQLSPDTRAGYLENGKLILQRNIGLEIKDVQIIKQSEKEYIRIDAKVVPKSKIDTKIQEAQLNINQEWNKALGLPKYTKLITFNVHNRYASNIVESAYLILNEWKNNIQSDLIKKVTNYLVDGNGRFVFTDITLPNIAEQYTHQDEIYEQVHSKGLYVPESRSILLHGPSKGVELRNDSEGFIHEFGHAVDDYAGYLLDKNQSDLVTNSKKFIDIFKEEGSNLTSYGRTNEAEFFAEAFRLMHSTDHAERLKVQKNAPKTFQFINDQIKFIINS
# CCHF vOTU inh: blocks the CCHF virus ovarian tumor domain protease; CCHFV vOTU protease, Pep-AMC fluorescence; inhibition, % at 11.5 µM; 370,000 tested, 0.55% active; in the data active means inhibition above about 30%; further: 0% = vehicle wells with enzyme and 100% = no enzyme wells
# BoNT F protease: BoNT F light chain protease inhibition; 360,000 tested, 0.22% active; Multiplex microsphere protease cleavage assay, flow cytometry; AID 588497; inhibition, % at 10 µM; in the data active means inhibition above about 35%, passing the limit was not always enough; inconclusive means no clear call, values can overlap the other calls; further: plate controls were buffer without enzyme for full effect and enzyme alone for no effect
# PrPC TRFRET: inhibitors of human cell surface prion protein PrPC; TR-FRET read-out; inhibition, % at 13.8 µM; 370,000 tested, 0.43% active; AID 720596; in the data active means inhibition above about 24%; further: 0% = median of the test wells and 100% = reference compound wells
# DUSP3 inh: DUSP3 (human) phosphatase inhibition. 290,000 tested, 0.52% active. inhibition, % at 13.3 µM. P51452. recombinant VHR phosphatase, pNPP absorbance; in the data active means inhibition above about 50%; further: some compounds called inactive have numbers as strong as hits
# Target sequence (P51452 whole entry, looked up): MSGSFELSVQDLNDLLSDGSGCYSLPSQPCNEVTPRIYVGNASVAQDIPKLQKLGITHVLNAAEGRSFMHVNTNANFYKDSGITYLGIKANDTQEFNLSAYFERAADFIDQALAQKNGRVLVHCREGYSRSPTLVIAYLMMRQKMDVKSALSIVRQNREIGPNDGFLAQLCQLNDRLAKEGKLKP
# MazF activator: increases E. coli MazEF RNase cleavage of RNA; P0AE70; FAM/BHQ RNA-DNA oligo cleavage fluorescence, 5 h; activation, % at 20 µM; 350,000 tested, 0.32% active; AID 504720; in the data active means activation above about 50%
# Target sequence (P0AE70 whole entry, looked up): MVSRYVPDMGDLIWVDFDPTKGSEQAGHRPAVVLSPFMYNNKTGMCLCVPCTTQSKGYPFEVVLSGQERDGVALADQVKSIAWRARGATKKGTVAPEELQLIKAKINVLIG
# 3CLpro inhibitor: SARS-CoV 3CLpro protease inhibition | recombinant SARS-CoV 3CLpro, quenched FRET peptide cleavage | inhibition, % at 6 µM | 290,000 tested, 0.14% active; in the data active means inhibition above about 12%
# * marks the source's active call; other numbers are inactive results; i = inactive; ? = inconclusive; . = not tested or not shown. Unless noted, no stated cut-off is given here; in the data, active means inhibition above about 30%; inconclusive means no clear call, values can overlap the other calls; inactive means below that.
SMILES,BoNT-A LC inh2,PriA SSB inh,Rv3671c inh,Anthrax LF prot,CCHF vOTU inh,BoNT F protease,PrPC TRFRET,DUSP3 inh,MazF activator,3CLpro inhibitor
O=C(Cc1ccc(S(=O)(=O)N2CCOCC2)s1)OCc1ccc(Cl)cc1,0.0,-17,1,-3,1,-1,3,.,-6,.
CCN(CC(=O)N1CCCCCC1)S(=O)(=O)c1ccc(C)cc1,-1.2,-22,5,3,6,2,8,-2,7,-1
CCOC(=O)C(=O)Nc1ncc(Cl)s1,-0.5,-9,4,-4,5,2,0,27,-5,-3
CCCCCCCN(C(=O)CCl)c1ccccc1C,-0.2,-14,13,1,-6,-2,-7,12,-3,2
CCc1nc2c(OCc3ccc(F)cc3)cccn2c1N(C)C(=O)CC(C)C,-0.5,.,.,-8,8,-3,6,.,.,.
O=C(N/N=C/c1ccc([N+](=O)[O-])o1)C(=O)Nc1ccc(C(=O)O)cc1,0.0,i,4,-1,17,-1,3,-3,0,-2
CCN1CCN(CC(=O)Nc2ccc(N(C)C)cc2)CC1,0.8,-2,0,16,-7,?,10,11,3,0
Cc1ccnc(NCn2nnc3ccccc32)c1,1.9,-9,1,0,16,-1,-3,13,0,6
COc1ccc(CCNCc2csc3nc4ccccc4n23)cc1OC,0.2,-14,3,-3,2,-9,11,39,11,2
COc1cccc(C2=CC(=O)CC(c3ccco3)C2)c1 (centres undefined),-0.4,-8,1,-2,9,-2,0,.,4,.
CN(C)CCC(O)(c1ccccc1)c1ccccc1Cl (centres undefined),0.0,-4,.,-1,21,4,-12,.,8,.
Cc1c(NC(=O)c2ccc(N(Cc3ccccc3)S(C)(=O)=O)cc2)c(=O)n(-c2ccccc2)n1C,1.2,-2,-2,2,0,2,-1,10,-1,2
COC(=O)c1ccc(NC(=O)CSc2nc(=O)cc(N)n2-c2ccccc2)cc1,-0.6,2,-12,1,17,-1,-2,22,3,0
OCCNCc1cccc(-c2ccccc2)c1O,-0.4,-3,.,-4,-1,-3,1,.,2,.
O=C(NCc1ccc2c(c1)OCO2)c1ccc(C2SCC(=O)N2Cc2ccco2)cc1 (centres undefined),0.1,-3,-5,-12,-4,-10,5,-15,-12,-3
COc1ccc(C)cc1S(=O)(=O)N1CCN(C(=O)c2ncoc2-c2ccccc2F)CC1,-2.4,2,6,2,7,6,-5,-8,-1,1
Cn1c(=O)c2[nH]c(NN=Cc3ccc(F)cc3)nc2n(C)c1=O,-0.7,-16,.,1,3,-1,0,.,7,.
COc1ccccc1CNC(=O)COC(=O)CCN=C1NS(=O)(=O)c2ccccc21,0.9,3,-2,2,8,1,2,.,4,.
CC(C)C(=O)NCc1cc(-c2ccc(Cl)cc2)no1,-0.2,-2,-9,-4,8,-1,-5,6,2,-2
CCOC(=O)c1cnc2ccc(OC)cc2c1NCCc1ccc(OC)c(OC)c1,0.3,-3,-11,-1,-8,-5,3,8,2,2
C/C(=N\Nc1nccnc1Cl)c1ccc(Cl)c(Cl)c1,.,.,2,.,14,.,3,12,-19,0
COc1cc2c(c(OC)c1OC)C(=O)C(=Cc1ccccc1)O2,0.5,-9,.,-1,-8,-4,-4,.,10,.
NC(=O)c1nsc(C(=O)N(c2cccc(F)c2)C(C(=O)NCC2CCCO2)c2c[nH]c3ccccc23)c1N (centres undefined),3.6,-11,-9,-6,4,19,-9,29,5,0
COc1cc(/C=C(/C#N)c2ccccc2)ccc1Oc1ccc([N+](=O)[O-])cn1,?,-3,-7,?,-1,?,-6,27,19,-3
C/C(=N\NC(=O)COc1ccc(C)cc1[N+](=O)[O-])c1cccs1,0.4,.,2,-1,9,-5,-4,22,1,-3
CC(C)Oc1ccc(CC2CCC(=O)N(C)C2=O)cc1 (centres undefined),-1.3,-17,4,-8,14,-8,-1,-8,1,-7
Cc1ccc(C(=O)NCc2ccccn2)c(Cl)c1,-0.5,0,0,-3,-5,-1,-4,31,7,6
O=C(COc1ccc(Br)cc1)Nc1ccncc1,-0.3,6,1,-6,4,1,-2,6,-4,4
S=C(NCCc1ccccn1)Nc1ccccc1Cl,-0.4,1,6,-4,6,2,7,18,1,-4
CC(=O)Nc1nc(=S)ss1,0.1,-13,1,-5,-6,-1,-1,13,6,0
C=CCOC(=O)C1=C[C@@H](c2cn(C(C)=O)c3ccccc23)C[C@@H](OCCCCO)O1,0.3,22,0,-9,4,-1,-2,44,-11,5
Fc1ccccc1COc1ccc(Br)cc1CNCc1ccncc1,0.0,-10,0,-8,5,-3,25*,4,-6,4
COC(=O)c1ccccc1NC(=O)CSc1nnc(-c2ccncc2)o1,0.1,-2,2,0,11,-1,-1,-2,5,0
N#CCCn1cc(C(N)=O)c(-c2cccs2)n1,-1.3,-10,1,-3,-6,-8,4,12,2,-2
O=C(c1ccc(NC2=NC3CS(=O)(=O)CC3S2)cc1)N1CCN(c2ccc(F)cc2)CC1 (centres undefined),-0.1,-5,-6,-2,6,-6,-3,-6,-1,-5
O=C1C2CC(O)CN2C(=S)N1Cc1ccccc1 (centres undefined),.,3,3,.,3,.,4,1,5,4

# Complete entries, quoted from the list. Order of screens: BoNT-A LC inh2, PriA SSB inh, Rv3671c inh, Anthrax LF prot, CCHF vOTU inh, BoNT F protease, PrPC TRFRET, DUSP3 inh, MazF activator, 3CLpro inhibitor
# `O=C(c1ccc(NC2=NC3CS(=O)(=O)CC3S2)cc1)N1CCN(c2ccc(F)cc2)CC1` (centres undefined) is listed as -0.1, -5, -6, -2, 6, -6, -3, -6, -1, -5
# `S=C(NCCc1ccccn1)Nc1ccccc1Cl` is listed as -0.4, 1, 6, -4, 6, 2, 7, 18, 1, -4
# `Fc1ccccc1COc1ccc(Br)cc1CNCc1ccncc1` is listed as 0.0, -10, 0, -8, 5, -3, 25*, 4, -6, 4
# `C/C(=N\NC(=O)COc1ccc(C)cc1[N+](=O)[O-])c1cccs1` is listed as 0.4, ., 2, -1, 9, -5, -4, 22, 1, -3

# The listing picks up, repeating the two entries before the break.
SMILES,BoNT-A LC inh2,PriA SSB inh,Rv3671c inh,Anthrax LF prot,CCHF vOTU inh,BoNT F protease,PrPC TRFRET,DUSP3 inh,MazF activator,3CLpro inhibitor
O=C(c1ccc(NC2=NC3CS(=O)(=O)CC3S2)cc1)N1CCN(c2ccc(F)cc2)CC1 (centres undefined),-0.1,-5,-6,-2,6,-6,-3,-6,-1,-5
O=C1C2CC(O)CN2C(=S)N1Cc1ccccc1 (centres undefined),.,3,3,.,3,.,4,1,5,4
CCN(CC(=O)Nc1ccc2c(c1)OCCO2)C(=O)c1cc(S(=O)(=O)N2CCOCC2)ccc1F,0.4,-11,.,-2,0,-7,-3,.,-5,.
C/C(=N/Nc1ccccc1[N+](=O)[O-])c1ccc([N+](=O)[O-])cc1,1.2,.,-9,12,-2,?,0,.,14,1
Cc1ccc(NS(=O)(=O)c2cccc(C(=O)N/N=C/c3ccc4c(c3)OCCO4)c2)c(C)c1,-0.7,.,-141,-4,0,-2,-2,2,7,2
O=C(CN1C(=O)COc2ccccc21)N1CCc2ccccc21,0.2,4,-4,4,-10,20,4,18,-2,-6
COc1ccc(N(C(=O)c2snc(C(N)=O)c2N)C(C(=O)NCc2ccccc2)c2ccc(O)cc2)cc1OC (centres undefined),1.3,-16,.,0,4,10,-12,-12,13,2
COc1ccc(-c2nn(-c3ccccc3)cc2/C=N/N=C(N)N)cc1OC,-0.7,.,-2,-2,-14,-6,-6,2,27,-2
CCOc1cc(CNCCc2ccc(S(N)(=O)=O)cc2)ccc1OCC(=O)NC(C)(C)C,-0.3,-21,-3,-1,6,5,-2,11,2,-1
CCOC(=O)C(=CNc1ccc(Oc2cccnc2)nc1)C(=O)OCC,.,-8,6,.,-6,.,1,37,9,-2
Cc1cccc2c3c([nH]c12)CCNC3,-0.4,-6,3,6,-5,?,-6,-4,8,6
Cc1cccc(Nc2ccccc2C(=O)O)c1C,0.1,0,3,0,6,-4,-1,12,-6,5
COc1cc(/C=N/NS(=O)(=O)c2ccc3ccccc3c2)ccc1OCCN1CCOCC1,0.2,.,2,1,-7,11,4,0,-3,0
O=C(CSc1n[nH]c(-c2ccccc2)n1)NC1CCCCC1,-0.9,-15,0,-2,-1,9,5,19,-7,-1
Nc1c(C(=O)NCc2ccco2)sc2nc(N3CCOCC3)c3c(c12)CCCC3,0.8,-9,-4,0,-35,9,5,4,-4,1
Cc1ccc(C(Sc2ccccc2)C(Cn2cncn2)C(=O)c2ccccc2)cc1 (centres undefined),-0.2,12,-104,0,-7,-1,4,27,18,3
O=C(Nc1nnc(CCOCCOCCc2nnc(NC(=O)c3ccco3)s2)s1)c1ccco1,-0.3,-4,-7,-1,7,-8,-1,23,1,-1
O=c1nc(N2CCCCCC2)nc(N2CCCCCC2)[nH]1,0.4,-10,0,3,0,0,-5,38,0,-3
CCC1(C)COC(C)(CC(=O)NNC(=O)Nc2ccccc2)OC1 (centres undefined),0.3,-8,2,-4,0,0,2,22,9,-4
CCOc1cc(N2CCOCC2)c(OCC)cc1NC(=O)C1CC(=O)N(c2ccccc2OCC)C1 (centres undefined),-0.3,2,-15,-9,-6,-7,-1,.,5,.
CC(OC(=O)c1nsc(Cl)c1Cl)C(=O)NC1CCCCC1 (centres undefined),0.9,-5,4,2,-12,5,9,7,10,2
O=C(NC1CC1)c1cc(Cl)nc2ccccc12,4.3,-1,.,-4,8,13,7,.,3,.
N#Cc1ccccc1CSc1nc(N)cc(N)n1,.,-7,.,.,3,.,11,5,10,2
Cc1ccc(N(c2ncnc(N)c2[N+](=O)[O-])C2CCCCC2)cc1,-0.1,-9,-5,0,8,1,3,14,4,1
COCCN1CC(C(=O)N2CCC(Oc3ccccc3OC)CC2)CCC1=O (centres undefined),-1.8,-5,2,-4,8,-8,3,4,1,-4
CC(=O)Nc1ccc(C(=O)OCC(=O)c2ccc(F)cc2)cc1,-0.5,9,-3,-1,-4,-3,1,-7,-3,-2
O=C(CCCC(=O)Nc1cccc(Br)c1)N/N=C/c1cc([N+](=O)[O-])ccc1O,-2.4,.,5,0,-3,-2,-6,-5,1,3
Cc1nc2c(-c3ccccc3)c(C)nn2c(N)c1-c1ccccc1,-1.2,-28,10,-10,-7,2,16,13,3,0
Cc1cc(NC(=O)CCC(=O)N(Cc2ccco2)C(C(=O)NC2CCCC2)c2ccccc2F)no1 (centres undefined),-1.1,6,5,-2,-12,0,-3,-8,11,1
CC1(C)CC(NC(=O)c2sc3cc(Cl)ccc3c2Cl)CC(C)(C)N1,-0.9,-4,2,-2,-1,-1,-6,5,31,-1
Cn1sc(=O)c2cc(S(=O)(=O)NC3CC3)ccc21,-3.7,-7,-8,-15,-5,?,9,23,13,6
COc1cccc(CNC(=O)CSc2nc(=O)n(Cc3ccncc3)c3c2CCC3)c1,.,-7,5,.,-9,.,9,.,0,.
COc1ccc(CC(=O)OCC(=O)Nc2ccc(Cl)c(S(=O)(=O)N(C)C)c2)cc1,-0.8,-14,-7,-4,-9,-8,2,-14,4,2
Cn1c(=O)n(C)c2cc3[nH]cnc3cc21,1.2,5,3,-12,-12,17,-6,-14,4,-3
COC(=O)c1ccc(C(=S)N2CCCCC2)cc1,-0.2,-9,-6,-1,-14,-4,-4,1,7,3
COc1ccc(CCNC(=O)COc2cc(O)c3c(c2)OC(C)(C)CC3=O)cc1,-0.2,2,-5,-3,10,-3,10,-3,8,0
Cc1nn(-c2ccccc2)c(Cl)c1/C=N/Nc1nnc(C)c(=O)[nH]1,-1.1,.,-4,-10,-12,6,3,34,-2,6
C=CCNC(=O)c1ccccc1NC(=O)c1ccccc1SC,0.5,-2,-1,0,-4,-2,-2,29,-4,1
Cc1nc2c(Cl)c(C)nn2c2c1CCC2,-1.3,5,5,-2,-16,-6,-1,6,2,4
O=c1c2ccccc2nc(-c2ccccc2)n1-c1ccc(O)cc1,-0.8,-11,-3,-3,-9,1,-7,38,-4,3
CCCCN(CCO)CCCC,-0.6,6,-3,-4,-3,2,6,.,9,.
O=C(Nc1ccc(Cl)cc1)N1CC=CCC1,0.5,-26,-2,0,1,2,0,8,0,7
CC1=CC(C)(C)N2C(=O)C3(C(C#N)=C(N)Oc4cc(C)oc(=O)c43)c3cc(C)cc1c32 (centres undefined),0.6,-6,0,-6,3,-2,-5,.,3,3

# High-throughput results: PubChem, several laboratories

# Only part of the results is shown. The share of hits here may be higher or lower than overall.
